HSF-1 act – increases HSF-1 driven luciferase reporter signal; NIH3T3-HGL HSF-1 luciferase reporter, MG132, 8 h; 100% = twice DMSO control signal; activation, % at 9 µM; 1.7% of 300,000 active; AID 504408;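 active = mean replicate activation of at least 50% with a set share of replicates each reaching 50%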;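 also: 0% = median of the neutral control wells and 100% = twice that signal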
HSP90 inh – HSP90 refolding inhibition in rabbit reticulocyte lysate; 0.91% of 290,000 active; inhibition, % at 5.6 µM; luciferase refolding luminescence, 3 h; AID 1789;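 active = inhibition above the screen-wide mean plus 3 SD, computed separately per campaign, cut at about 16% in these data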;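 also: 0% = DMSO wells and 100% = 60 µM geldanamycin wells; inhibitors lower the luminescence because luciferase stays unfolded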
GSK3B inh – blocks human GSK3beta kinase activity | P49841 | GST-GSK3beta kinase, ADP-Glo luminescence, 60 min; active compounds read low | activity score (negative = inhibition), % at 10 µM | 0.038% of 300,000 active;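 active = more than half of replicate wells score below -50%, meaning over 50% inhibition versus plate controls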;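 also: 0% = median DMSO wells and -100% = median GW8510 positive control wells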
Target sequence (P49841 whole entry, looked up): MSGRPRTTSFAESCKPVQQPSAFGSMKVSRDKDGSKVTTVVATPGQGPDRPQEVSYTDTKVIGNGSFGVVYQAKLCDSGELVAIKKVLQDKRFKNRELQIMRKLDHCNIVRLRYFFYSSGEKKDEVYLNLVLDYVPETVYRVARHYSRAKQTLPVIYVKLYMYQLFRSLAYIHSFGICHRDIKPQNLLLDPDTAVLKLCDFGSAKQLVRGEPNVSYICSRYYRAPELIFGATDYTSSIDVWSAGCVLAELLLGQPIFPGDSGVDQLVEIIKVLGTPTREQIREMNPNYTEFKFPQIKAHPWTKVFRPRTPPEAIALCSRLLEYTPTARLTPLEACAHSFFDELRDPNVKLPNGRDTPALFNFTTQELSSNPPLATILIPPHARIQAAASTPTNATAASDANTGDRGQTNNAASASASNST
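Assay system: GST-fused GSK3beta enzyme, cell-free / Medium: Tris pH 7.5 buffer with MgCl2, DTT, BSA, heparin / Also added: peptide substrate plus 25 µM ATP (final) / Compound: 10 µM single point / Timing: kinase reaction with compound 60 min at room temperature / Detection: ADP-Glo luminescence / Benchmarks: DMSO neutral wells and GW8510 at 20 µM as positive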
GSK3A inh – blocks human GSK-3 alpha kinase | P49840 | inhibition, % at 10 µM | 0.1% of 320,000 active | ADP-Glo luminescence, 60 min;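 in the data active = inhibition above about 50%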;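 also: GST-tagged GSK-3 alpha with peptide substrate and 25 µM ATP; 0% = DMSO neutral wells and 100% = GW8510 positive control wells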
Target sequence (P49840 whole entry, looked up): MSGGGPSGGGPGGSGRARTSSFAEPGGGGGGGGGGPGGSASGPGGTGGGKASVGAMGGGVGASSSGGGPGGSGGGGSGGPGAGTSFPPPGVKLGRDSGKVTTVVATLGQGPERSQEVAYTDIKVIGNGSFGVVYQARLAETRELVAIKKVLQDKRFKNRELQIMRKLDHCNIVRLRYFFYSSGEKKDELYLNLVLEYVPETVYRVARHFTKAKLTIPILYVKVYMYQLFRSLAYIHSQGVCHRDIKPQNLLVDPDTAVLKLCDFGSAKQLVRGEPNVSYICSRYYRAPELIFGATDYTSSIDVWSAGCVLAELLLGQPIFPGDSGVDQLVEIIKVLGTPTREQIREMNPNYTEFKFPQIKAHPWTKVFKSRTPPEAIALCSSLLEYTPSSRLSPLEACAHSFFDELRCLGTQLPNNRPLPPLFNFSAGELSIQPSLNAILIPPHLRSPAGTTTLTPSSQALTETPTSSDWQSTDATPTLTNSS
aSyn UTR inh – MLPCN primary screen, SNCA 5' untranslated region; alpha-synuclein 5'UTR reporter, inhibitor activity; inhibition, % (tested at 7.5 µM); 0.82% of 300,000 active; in the data active = inhibition above about 60%;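 also: H4 neuroglioblastoma cells stably carrying SNCA 5'UTR luciferase fusion; 0% = DMSO wells and 100% = positive control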
KLF5 inhibitor – suppresses KLF5 promoter-driven expression | DLD-1 KLF5 promoter-luciferase reporter, luminescence | inhibition, % at 5 µM | 0.23% of 290,000 active | AID 1700;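 active = inhibition above a per-plate limit of that plate's mean compound inhibition plus 3 SD, cut at about 60% in these data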;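 also: 0% = DMSO wells and 100% = LY294002 at 200 µM; higher means less KLF5 promoter-driven luciferase light; inactives centre near -14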
HSF1 inh – HSF1 inhibition; 0.77% of 300,000 active; activity change, negative = inhibition, % at 7.5 µM (by protocol); AID 2098; NIH3T3-HGL HSE-luciferase, MG132-induced, luminescence 8 h; active compounds read low;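 active = more than half of replicate wells show activity change below -50%, luminescence cut by over half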;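 also: luciferase reports HSF-1 transcriptional activity via heat shock element; 0% = median of DMSO wells and -100% = zero luminescence signal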
IEC-6 cytotox – counter-screen for KLF5 inhibitors: cytotoxicity in IEC-6 cells; IEC-6 cytotoxicity, luminescence viability; inhibition, % at 5 µM; 0.78% of 290,000 active; AID 1825; in the data active = inhibition above about 22%;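 also: 0% = plate median of test compound wells and 100% = cytotoxic reference compound wells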
Dyrk1A ADPGlo – inhibitors of rat Dyrk1A kinase | ADP-Glo luminescence, NFATc1 peptide | inhibition, % at 12.5 µM | 0.43% of 310,000 active | AID 504441; in the data active = inhibition above about 50%;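 also: plate controls were vehicle with enzyme for no effect and no enzyme for full effect; many of its hits are not listed in these tables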
Platelet DG rel – platelet dense granule release activity. human platelet-rich plasma, SFLLRN dense granule ATP release, luminescence. inhibition, %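 (compounds screened at 7.5 µM in platelet-rich plasma)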. 0.22% of 300,000 active;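 active = mean replicate score, as percent of positive control, at or above 50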
* = called active by the depositor; . = no result given. Not all compounds are listed; count on the stated rates, not on these rows.

molecule | HSF-1 act | HSP90 inh | GSK3B inh | GSK3A inh | aSyn UTR inh | KLF5 inhibitor | HSF1 inh | IEC-6 cytotox | Dyrk1A ADPGlo | Platelet DG rel
COc1ccc(CN2CCNC(=O)C2CC(=O)N(C)Cc2nccs2)cc1OC (stereo unspecified) | 10 | -4 | 2 | 0 | 18 | 6 | 0 | 2 | 7 | -2
CC1(C)Cc2c(cnn2-c2ccccc2)-c2c1c1ccccc1n2CC(O)CCl (stereo unspecified) | 10 | 7 | 0 | -1 | 6 | -22 | 12 | 5 | -1 | 2
Cc1ccc(CNC(=O)C2CC3Cn4c(nc5cc6ccccc6cc54)C3N2C)o1 (stereo unspecified) | -3 | . | 2 | . | -14 | . | -4 | . | -2 | -2
COc1ccc(NS(=O)(=O)c2cc(NC(=O)c3cc(F)c(F)c(F)c3F)ccc2N2CCCC2)cc1 | 0 | 4 | 3 | -3 | 44 | 8 | 0 | 8 | 13 | 5
CN(C)C(CNC(=O)c1cccc(S(=O)(=O)N2CC3(C)CC2CC(C)(C)C3)c1)c1ccco1 (stereo unspecified) | -13 | 0 | 0 | 4 | 5 | -20 | 2 | -2 | -2 | 9
COc1ccc2c(c1OC)C(=O)N(c1ccc(OCc3ccccc3)cc1)C2=O | 5 | -1 | 1 | -2 | -32 | -24 | 1 | 0 | 0 | -7
O=C(NC1CCS(=O)(=O)C1)c1cccc(S(=O)(=O)N2CCCC2)c1 (stereo unspecified) | -2 | 2 | -1 | -1 | 14 | -35 | 8 | 6 | 4 | 3
Cc1cccc(NC(=O)N2CCN(Cc3ccc(Cl)cc3)CC2)c1 | 29 | 4 | 3 | 10 | 6 | -1 | 2 | -1 | 0 | -2
Cc1ccc(C)n1-c1cccc(NC(=O)c2ccccc2)c1 | -7 | 7 | 0 | 0 | -73 | -8 | 4 | 4 | 5 | -6
COc1ccc(N2CCN(CC(O)COc3ccc(C)c(C)c3)CC2)cc1 (stereo unspecified) | -4 | -5 | -2 | -4 | 8 | -11 | -1 | -1 | 1 | -5
COc1ccc(CNC(=O)COC(=O)CC2CC3CCC2C3)cc1OC (stereo unspecified) | 16 | 0 | -2 | 0 | -20 | -1 | 5 | 4 | 0 | 8
O=C(CCCOc1ccccc1)Nc1ccc(S(=O)(=O)N2CCOCC2)cc1 | -8 | -1 | 2 | -3 | -14 | -9 | -4 | 0 | 5 | -5
O=C(O)c1cc(N/N=C/c2cccnc2)ccc1Cl | 2 | 30* | -3 | -1 | -5 | -113 | -5 | -5 | -5 | 2
COc1cc(NC2c3ccccc3C(=O)N2Cc2ccccc2)cc(OC)c1OC (stereo unspecified) | 4 | 3 | -2 | -1 | 3 | -22 | 5 | 8 | -5 | -6
O=C(CSc1ncccn1)N1CCc2ccccc2C1 | 12 | -1 | -2 | -1 | -11 | -8 | -2 | -6 | -55 | 4
CCOC(=O)CN(C(=O)CNC(=O)c1ccco1)C(C(=O)NC1CCCCC1)c1cccs1 (stereo unspecified) | 8 | 0 | 0 | 0 | 4 | -24 | -4 | -2 | -4 | .
CC1Oc2ccccc2N(CC(=O)NC2CCCC2)C1=O (stereo unspecified) | 5 | -3 | 1 | -1 | 14 | -10 | 5 | 4 | 6 | 0
COc1ccc(C(=O)N/N=C/C(=O)c2ccccc2)cc1 | 50 | 7 | -2 | . | -133 | -120 | 43 | 9 | 6 | 1
O=C(O)COc1ccc(=O)n(-c2ccccc2)n1 | 27 | 12 | 1 | 1 | 11 | -4 | 0 | 4 | 0 | -2
Brc1ccc(OCCOCCN2CCOCC2)cc1 | -2 | 4 | -1 | -2 | -12 | 9 | -10 | 4 | -6 | 6
Cc1nnc(NC(=O)C2CSC3(C)CCC(=O)N23)s1 (stereo unspecified) | 3 | . | 2 | -1 | 11 | . | -5 | . | 4 | 0
CCOc1cc(C2c3c(oc4cc(C)c(Cl)cc4c3=O)C(=O)N2Cc2ccco2)ccc1O (stereo unspecified) | 14 | 5 | -5 | 3 | 16 | 13 | 10 | -1 | -14 | 2
CCc1nnc(SCC(=O)Nc2nccs2)n1CC | -12 | -2 | 1 | 7 | 8 | -12 | -1 | 3 | . | 2
Cc1ccc(C(=O)C2CCN(CC(=O)Nc3ccccc3C)CC2)cc1 | -9 | -4 | 0 | -2 | -5 | -1 | -3 | 1 | -3 | 4
CC(=O)NCCC(=O)Nc1cc(S(=O)(=O)N2CCCCC2)ccc1Oc1ccccc1 | -5 | -1 | 0 | -2 | -13 | 0 | -6 | 4 | . | -4
CC(C)(C)C(=O)Nc1ccc(C(=O)N/N=C/c2ccccc2OC(=O)c2ccccc2)cc1 | 22 | 3 | 2 | -3 | 51 | -17 | 1 | 10 | -1 | -6
Cc1ccc(C(=O)N2CCOCC2)cc1S(=O)(=O)N1CCCCC1 | 1 | 1 | 0 | 8 | 14 | -10 | 8 | -7 | -6 | -4
O=c1[nH]c(N2CCc3ccccc3C2)nc2c1CCC2 | 23 | 0 | 1 | -4 | -19 | 0 | 7 | -2 | 3 | 0
NC(=O)Cc1nc(-c2ccc(Br)cc2)cs1 | 10 | -1 | -7 | 0 | -18 | -25 | 7 | -3 | 2 | 5
CCOC(=O)Cc1csc(NC(=O)c2cc3c(s2)CCCC3)n1 | -10 | 9 | 0 | . | -18 | -22 | 8 | -3 | 3 | 6
O=C(Nc1cccc([N+](=O)[O-])c1)c1ccc(-c2ccccc2)cc1 | 37 | -4 | -2 | -2 | -38 | -3 | 6 | -3 | -7 | -4
CC(=O)OCCn1c2nc(=O)[nH]c(=O)c-2nc2cc(C)c(C)cc21 | 13 | 20* | -3 | 4 | 13 | -20 | -6 | 1 | -8 | -3
CC(=O)c1ccc(OCCn2c(SCC(=O)O)nc3ccccc32)cc1 | -10 | -2 | 0 | 2 | 8 | 2 | -5 | 5 | -2 | -1
CC1CCCN(S(=O)(=O)c2ccc3c(c2)n(C)c(=O)c(=O)n3C)C1 (stereo unspecified) | -16 | 5 | -1 | -2 | 18 | -24 | -1 | -10 | -7 | -2
Cc1ccc2c(c1)c1c3n2CCN(C=O)C3CCC1 (stereo unspecified) | -24 | -1 | -1 | 3 | 7 | -28 | -3 | 5 | 10 | -15
Cc1cccn2c(=O)c(/C=C(\C#N)C(N)=O)c(N3CCCCCC3)nc12 | 5 | 3 | -2 | 5 | 23 | -2 | -4 | -2 | 1 | 11
O=C(c1ccc(S(=O)(=O)Nc2ccccc2)cc1)N1CCC1 | 3 | . | 1 | -3 | 9 | . | -2 | . | -1 | 1
O=C(O)/C=C\c1cn(-c2ccccc2)nc1-c1cc2ccccc2o1 | 17 | 1 | 0 | -12 | 19 | -9 | 21 | 2 | 1 | -1
COc1cccc(NC(=O)c2ccc3c(SCC(=O)O)c4c(nc3c2)CCCC4)c1 | -12 | -2 | 2 | -1 | 11 | -18 | -7 | -5 | 8 | -4
Cc1ccccc1NC(=O)CSc1nnc(C)c2ccccc12 | 20 | -3 | . | 20 | -7 | -7 | 2 | -5 | -5 | -1

An excerpt of these results, with two lines to a compound.
The line under a structure holds: HSF-1 act | HSP90 inh | GSK3B inh | GSK3A inh | aSyn UTR inh | KLF5 inhibitor | HSF1 inh | IEC-6 cytotox | Dyrk1A ADPGlo | Platelet DG rel
> Cc1nnc(NC(=O)C2CSC3(C)CCC(=O)N23)s1 (stereo unspecified)
 : 3 | . | 2 | -1 | 11 | . | -5 | . | 4 | 0
> CCOc1cc(C2c3c(oc4cc(C)c(Cl)cc4c3=O)C(=O)N2Cc2ccco2)ccc1O (stereo unspecified)
 : 14 | 5 | -5 | 3 | 16 | 13 | 10 | -1 | -14 | 2
> CCc1nnc(SCC(=O)Nc2nccs2)n1CC
 : -12 | -2 | 1 | 7 | 8 | -12 | -1 | 3 | . | 2
> Cc1ccc(C(=O)C2CCN(CC(=O)Nc3ccccc3C)CC2)cc1
 : -9 | -4 | 0 | -2 | -5 | -1 | -3 | 1 | -3 | 4
> CC(=O)NCCC(=O)Nc1cc(S(=O)(=O)N2CCCCC2)ccc1Oc1ccccc1
 : -5 | -1 | 0 | -2 | -13 | 0 | -6 | 4 | . | -4
> CC(C)(C)C(=O)Nc1ccc(C(=O)N/N=C/c2ccccc2OC(=O)c2ccccc2)cc1
 : 22 | 3 | 2 | -3 | 51 | -17 | 1 | 10 | -1 | -6
> Cc1ccc(C(=O)N2CCOCC2)cc1S(=O)(=O)N1CCCCC1
 : 1 | 1 | 0 | 8 | 14 | -10 | 8 | -7 | -6 | -4
> O=c1[nH]c(N2CCc3ccccc3C2)nc2c1CCC2
 : 23 | 0 | 1 | -4 | -19 | 0 | 7 | -2 | 3 | 0
> NC(=O)Cc1nc(-c2ccc(Br)cc2)cs1
 : 10 | -1 | -7 | 0 | -18 | -25 | 7 | -3 | 2 | 5
> CCOC(=O)Cc1csc(NC(=O)c2cc3c(s2)CCCC3)n1
 : -10 | 9 | 0 | . | -18 | -22 | 8 | -3 | 3 | 6

Additional entries:
molecule | HSF-1 act | HSP90 inh | GSK3B inh | GSK3A inh | aSyn UTR inh | KLF5 inhibitor | HSF1 inh | IEC-6 cytotox | Dyrk1A ADPGlo | Platelet DG rel
COCCC(=O)N1CCC(Oc2ccc(C(=O)N3CCCCC3CCO)cc2)CC1 (stereo unspecified) | 13 | 1 | 2 | 0 | 8 | 5 | 5 | 1 | . | 7
COc1cccc(C(=O)Nc2ccccc2N2CCCC2)c1 | -6 | -4 | 0 | -1 | 0 | -4 | -11 | 4 | 3 | 5
NC(=S)NN=C1C2CC3CC(C2)CC1C3 | -3 | -9 | 0 | -2 | -15 | -71 | -4 | -9 | -4 | -7
COc1ccc(S(=O)(=O)N(C)CC(=O)NCc2cccnc2)cc1Cl | 37 | 6 | 3 | 6 | 20 | -17 | 6 | -5 | -7 | -18
Cc1cccc(NCc2ccccc2)c1 | 3 | 2 | 0 | 0 | -6 | 6 | 0 | 2 | 0 | 11
CN(C)S(=O)(=O)c1ccc(-n2cccc2)cc1 | 2 | 2 | -1 | 1 | 1 | -21 | 2 | -7 | -1 | 1
CCCN(C(=O)c1cc(CC)c(C)s1)c1c(N)n(Cc2ccccc2)c(=O)[nH]c1=O | -10 | . | -2 | -1 | -8 | . | 2 | . | 13 | 4
CCCn1c(SCC(=O)N2CC(=O)Nc3ccccc32)nc2ccccc21 | -6 | 1 | -2 | 1 | 11 | -22 | -6 | 1 | -7 | 0
CCOc1ccc(N=C2C(=O)N(CN3CCOCC3)c3ccccc32)cc1 | -42 | 0 | -1 | 1 | -29 | -28 | -29 | -6 | -6 | -2
Cc1ccc(-n2c(=O)c(C#N)cc3c(=O)n4cccc(C)c4nc32)cc1 | -1 | 1 | 0 | -3 | 10 | -42 | -1 | -3 | 2 | 8
CCOC(=O)C(=O)c1csc(NC(=O)CCSc2ccc(C)cc2)n1 | -5 | 9 | -1 | 1 | -12 | -31 | 0 | 2 | 17 | 1

Assay outcomes: PubChem BioAssay, several laboratories
